Bioassay records from PubChem BioAssay.
TbREL1 primary: TbREL1 inhibition, primary screen; 89,000 compounds, 0.49% hits; TbREL1 RNA ligation, FRET fluorescence; inhibition, % at 9.66 µM; AID 1117264; P86926;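 active = inhibition above the mean inhibition across all screened compounds plus 3 SD, cut at about 11% in these data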;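 also: 0% = plate median of test wells and 100% = NSC42067 control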
Target sequence (P86926 whole entry, looked up): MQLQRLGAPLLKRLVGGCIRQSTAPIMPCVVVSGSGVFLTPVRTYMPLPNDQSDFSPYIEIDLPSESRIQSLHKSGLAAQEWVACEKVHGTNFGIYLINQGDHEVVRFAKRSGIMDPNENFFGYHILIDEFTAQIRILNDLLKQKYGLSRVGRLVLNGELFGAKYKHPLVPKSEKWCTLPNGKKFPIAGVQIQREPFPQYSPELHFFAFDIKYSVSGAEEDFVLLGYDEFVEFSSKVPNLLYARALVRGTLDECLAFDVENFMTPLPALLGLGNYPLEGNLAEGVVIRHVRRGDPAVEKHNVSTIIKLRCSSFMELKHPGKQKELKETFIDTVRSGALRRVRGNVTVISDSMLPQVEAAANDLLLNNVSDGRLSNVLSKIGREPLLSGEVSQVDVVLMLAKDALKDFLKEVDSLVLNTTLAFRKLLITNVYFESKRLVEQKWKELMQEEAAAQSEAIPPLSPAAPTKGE
Active calls of the source: *. These rows are one share of the data (hit frequency here may not be typical).

entry	structure	TbREL1 primary
1	COC(=O)CSc1nc(C)c(Oc2ccccc2)c(=O)[nH]1	-0.5
2	COCCN(C(=O)COC(=O)c1c(C)nn(-c2ccccc2)c1C)c1c(N)n(Cc2ccccc2)c(=O)[nH]c1=O	-2.8
3	O=C(CSc1nc2ccccc2c(=O)[nH]1)N1CCN(c2ccccc2F)CC1	0.7
4	Cc1ccc(SCCNS(=O)(=O)c2ccc3c(c2)OCCO3)cc1	-0.5
5	O=C(CSc1ccc2c(c1)OCCO2)Nc1ccc(Cl)cn1	1.3
6	CN(C)c1cccc(NC(=O)NC2(C)CCS(=O)(=O)C2)c1 (stereo not given)	-5.8
7	CCOC(=O)C1=C(c2ccccc2)OC(N)=C(C#N)C1c1cccs1 (stereo not given)	-0.4
8	O=S1(=O)CC(N2CCSCC2)CN1Cc1cn(Cc2ccc(C(F)(F)F)cc2)nn1 (stereo not given)	1.1
9	COC(=O)[C@H](Cc1ccccc1)NC(=O)Nc1ccc(C)cc1	3.0
10	Cc1c(C(=O)NCc2cccc([N+](=O)[O-])c2)sc(=O)n1Cc1ccc(F)cc1	-0.9
11	COc1ccc(Cl)cc1NC(=S)NNC(=O)CC(C)C	1.2
12	CCNC(=S)NNC(=O)Cc1ccccc1	-1.4
13	Cc1ccc(NC(=O)C2c3ccccc3Oc3ccccc32)nc1	2.1
14	CC(C)Cn1c(SC(C)C(=O)NCC2CCCO2)nc2ccc(Cl)cc2c1=O (stereo not given)	0.6
15	O=C(c1cccc(F)c1)N1CCN=C1SCc1cccnc1	0.5
16	COc1ccc(CN2CCC(CNC(=O)Nc3ccccc3)CC2)cc1	3.3
17	O=C(C1=NN(c2ccccc2)C2C(=O)N(c3ccc(Cl)cc3)C(=O)C12)c1ccccc1 (stereo not given)	1.0
18	COC(C[C@H]1O[C@H]1[C@H](O)[C@@H](C)OCc1ccccc1)OC	-1.4
19	COc1ccc(CNC(=O)C/C(C)=N/NC(=O)C(c2ccccc2)c2ccccc2)cc1	6.5
20	CCOC(=O)c1cnc(SC)nc1Oc1cccc(NC(=O)c2cccc(Cl)c2Cl)c1	7.6
21	CN(C)S(=O)(=O)c1cc(NC(=O)[C@H](Cc2ccccc2)N2C(=O)c3ccccc3C2=O)ccc1Cl	-0.1
22	CCC(C(=O)NCc1ccco1)N(C(=O)CNS(=O)(=O)c1ccc(F)cc1)c1ccccc1F (stereo not given)	36.5*
23	CC1(C(=O)NCc2ccc(F)c(F)c2)Cc2c(-c3cccc(C(N)=O)c3)ccnc2O1 (stereo not given)	-5.7
24	CN1/C(=C\C(=O)COC(=O)c2nccnc2N)C(C)(C)c2ccccc21	-4.2

Four compounds already listed, arranged by the value under TbREL1 primary, highest first.
entry	structure	TbREL1 primary
20	CCOC(=O)c1cnc(SC)nc1Oc1cccc(NC(=O)c2cccc(Cl)c2Cl)c1	7.6
17	O=C(C1=NN(c2ccccc2)C2C(=O)N(c3ccc(Cl)cc3)C(=O)C12)c1ccccc1 (stereo not given)	1.0
14	CC(C)Cn1c(SC(C)C(=O)NCC2CCCO2)nc2ccc(Cl)cc2c1=O (stereo not given)	0.6
21	CN(C)S(=O)(=O)c1cc(NC(=O)[C@H](Cc2ccccc2)N2C(=O)c3ccccc3C2=O)ccc1Cl	-0.1

(next part)
entry	structure	TbREL1 primary
25	CN(Cc1nccs1)C(=O)CC1C(=O)NCCN1Cc1ccc(-c2ccccc2)cc1 (stereo not given)	-2.7
26	CCCCc1ccc(NS(=O)(=O)c2cccs2)cc1	2.4
27	CCOC(=O)CCc1c(C)c2ccc(OCc3nn[nH]n3)cc2oc1=O	-1.2
28	O=C(OCC(=O)N1CCC(Cc2ccccc2)CC1)c1cc(Br)ccc1O	0.3
29	Cn1c(C(=O)Nc2ccccc2)cc2sccc21	0.0
30	Nc1cccc2c1CN(C1CCC(=O)NC1=O)C2=O (stereo not given)	0.3
31	O=C(Nc1ccccc1F)C1CCCN1S(=O)(=O)c1ccc(Cl)cc1 (stereo not given)	5.0
32	COC(=O)NC(=S)N1CCOCC1	0.8
33	CCOc1ccc(NC(=O)COC(=O)CCCc2c[nH]c3ccccc23)cc1	-2.5
34	Cc1ccc(NC(=O)CNC(=O)c2ccco2)c(Cl)c1	0.7
35	COc1ccc(C(C)=O)cc1CN(c1ccccc1OC)S(=O)(=O)c1cccs1	-0.8
36	Cc1nc(N2CCN(c3ccccc3)CC2)nc2c1C(=O)CCC2	6.0
37	Cc1ccccc1S(=O)(=O)N1C[C@H]2CON(C)[C@H]2C[C@H]1c1cccc(Br)c1	-2.2
38	Cn1c(=O)c2[nH]c(SCC(=O)NCCc3ccc(F)cc3)nc2n(C)c1=O	0.1
39	Cc1cccc(Oc2ncc(-c3ccc(Cl)cc3)cn2)c1C	3.6
40	Cc1ccc(O)c(C(CC(=O)NC(C)C)c2ccccc2)c1 (stereo not given)	-1.5
41	CC(C)Nc1nc2nonc2nc1Nc1ccccc1	3.6
42	COc1ccc(/C=N\NC(=O)COc2ccc(C(C)(C)C)cc2)cc1Cn1nc(C)cc1C	-0.8
43	Cc1onc(-c2ccccc2Cl)c1C(=O)N1CCN=C1SCc1cccnc1	2.7
44	COc1ccc(Cl)cc1NC(=S)N1CCN(c2ncccn2)CC1	-0.7
45	CCOc1ccc(S(=O)(=O)Nc2cc(S(=O)(=O)N(CC)CC)ccc2N2CCCC2)cc1	-0.1
46	O=C(c1ccc(CS(=O)(=O)c2ccccc2)o1)N1CCOCC1	4.2
47	COc1ccc(C(=O)NCCNC(=O)c2ccccn2)cc1	-0.5
48	CNC(=O)c1c(NC(=O)CS(=O)(=O)c2ccc(Cl)cc2)sc(C)c1C	3.4
49	CCC(=O)c1ccc(OCC(=O)NCCC2=CCCCC2)c(OC)c1	4.5
50	CCC(=O)Nc1ccccc1C(=O)N1CCOCC1	-1.3
51	CCN(CC)P(=O)(C(NC(=O)OC)C(F)(F)C(F)(F)C(F)(F)C(F)F)N(CC)CC (stereo not given)	3.7
52	Nc1nc(F)cc(N2CCCCCC2)n1	0.4
53	O=C(CSc1ccccc1)Nc1nnc(/C=C/c2ccccc2)s1	-0.5
54	CCOc1cccc(C2C(C(=O)c3ccco3)=C(O)C(=O)N2Cc2ccncc2)c1 (stereo not given)	-2.9
55	Cc1ccc(OCC(=O)OC(C)CN(C)Cc2ccccc2)cc1 (stereo not given)	0.2
56	COc1ccc(OC)c(S(=O)(=O)Nc2ccc(CC(=O)O)cc2)c1	0.7
57	COc1cccc(C(=O)O/N=C/c2ccc(Sc3ccc(C)cc3)nc2)c1	1.9
58	Cc1ccc(-c2nnc(SCC(=O)Nc3ccc(F)cc3F)n2Cc2ccco2)cc1	0.8
59	COc1ccc(N(Cc2cc3cc(OC)ccc3[nH]c2=O)S(=O)(=O)c2ccc(NC(C)=O)cc2)cc1	-1.9
60	CCOC(=O)N/N=C/c1cn(CCCOc2ccccc2)c2ccccc12	1.3
61	Cc1ccc(CNC(=O)c2ccccc2N(C)S(C)(=O)=O)cc1	7.2
62	CCCn1c(C)cc(/C=C(\C#N)C(=O)OCC(=O)N(CC)c2c(N)n(Cc3ccccc3)c(=O)[nH]c2=O)c1C	-5.3
63	CN1CCN(c2ccc3c(c2)OC[C@H](Cc2ccccc2)NS3(=O)=O)CC1	-2.6
64	CCOC(=O)[C@]12CCCC=C1N(Cc1ccc(OC)cc1)C(=O)[C@@H]2CC(=O)NCCC(C)C	-3.0
65	O=C(Cc1ccccc1)NCC(=O)OCc1ccccc1F	0.0
66	O=C(NCCc1ccccc1)c1noc2c1CCCCC2	-0.3
67	O=C1OCC(c2ccccc2)=C1c1ccccc1[N+](=O)[O-]	-1.8
68	CCC/C(O)=C1\C(=O)CC(C)(C)CC1=Nc1ccccc1OC	5.1
69	c1ccc(-n2ncc3c2ncn2cnnc32)cc1	-1.7
70	COc1ccc(C2=CC(=O)C[C@H](c3ccc(F)cc3)C2)cc1F	-1.1
71	O=C(Cc1cccs1)Nc1nc(-c2ccccc2)cs1	7.8
72	Cc1cc(C)c2c(=O)cc(C(F)F)oc2c1	-0.7
73	NC(=O)C1=CN([C@@H]2O[C@H](COP(=O)(O)OP(=O)(O)OC[C@H]3O[C@@H](n4cnc5c(N)ncnc54)[C@H](O)[C@@H]3O)[C@@H](O)[C@H]2O)C=CC1	7.0
74	CCOC(=O)NN=C1c2ccccc2-c2ccccc21	-4.1
75	CCOC(=O)C1=C(C)NC(C)=C(C(=O)OCC)C1c1nc2ccccc2[nH]1	-2.4
76	COc1ccc(S(=O)(=O)Nc2cccc3c2O[C@H](CN(C)C)[C@@H](C)CN([C@H](C)CO)C3=O)cc1	-2.6
77	COc1ccc(CCNC(=O)/C=C/c2ccc(C)cc2)cc1OC	0.8
78	C/C=C/c1ccc(OCCCCNCc2ccco2)c(OC)c1	1.8
79	COc1cccc(C(=O)NC(=S)N2c3ccccc3CC2C)c1OC (stereo not given)	-5.1
80	O=c1c2ccccc2oc2cc(-c3ccc4cc[nH]c4c3)ccc12	6.0
81	COc1cccc(N2CC(NC(=O)C(=O)c3c[nH]c4ccccc34)CC2=O)c1 (stereo not given)	2.7
82	Fc1ccccc1-n1[nH]nnc1=S	-2.4
83	Fc1cccc(Nc2nc(Cl)nc(Cl)n2)c1	1.4
84	N#Cc1nc(-c2ccc(Cl)cc2)oc1N1CCCCC1	-2.5

Further compounds.
entry	structure	TbREL1 primary
85	CCCCN(C)C1CCN(C(=S)Nc2cccc(SC)c2)CC1	0.2
86	NC(=O)c1ccc(SCC(=O)OCC(=O)NCC2CCCCC2)c([N+](=O)[O-])c1	2.0
87	COCCCN(C(=O)C1CCC1)c1c(N)n(Cc2ccccc2)c(=O)[nH]c1=O	-1.4
88	N#Cc1ccc(-c2nc3c4ccccc4ccn3c2Cc2ccsc2)cc1	1.1
89	CC(=O)N1CCC(=NNc2nc3ccccc3[nH]2)CC1	6.3
90	CCC(c1nnnn1CC1CCCO1)N(CCCO)Cc1cc2cccc(C)c2[nH]c1=O (stereo not given)	-3.4
91	O=C(Nc1ccc([N+](=O)[O-])cc1NC(=O)c1ccccc1)c1ccccc1	-1.8
92	Cc1cc2ncn(C3CC(=O)N(Cc4ccc(N5CCCC5=O)cc4)C3=O)c2cc1C (stereo not given)	2.7
93	COc1cccc(-c2nc(CS(=O)(=O)CC(=O)NCCCOC(C)C)c(C)o2)c1	-1.7
94	O=C(NC(=S)N1CCCCC1)c1cccs1	-2.9
95	COC(=O)c1ccc(N2CCOCC2)c(NC(=O)Nc2cccc(OC)c2)c1	-0.1
96	COc1cccc(-c2nnc3n2N=C(c2ccc(Cl)cc2)CS3)c1	3.7
97	Cc1ccc2[nH]c(=O)c(CN(Cc3cccnc3)C(=O)c3ccncc3)cc2c1	-1.1
98	COC(=O)/C(=C\Nc1ccc(Cl)cc1Cl)NC(=O)c1ccc(OC)cc1	-3.1
99	CCOc1ccc(C(=O)C(C)=O)c(OCC)c1	-1.0
100	CCOc1ccc(NC(=O)COC(=O)CCN2C(=O)C3CC=CCC3C2=O)cc1OCC (stereo not given)	-4.0
101	COc1ccc(CSc2nc(O)cc(=O)n2CC(C)C)cc1F	-3.0
102	C[C@H]1C2CC(OC(=O)Nc3cccc(C(F)(F)F)c3)C(C2)[C@H]2CCCCN21 (stereo not given in full)	6.8
103	COc1ccccc1C(=O)Nc1ccc(S(=O)(=O)N2CCC(C)CC2)cc1	1.7
104	COc1ccc(/C(C)=C2\SC(=S)N(CCC(=O)O)C2=O)cc1	-0.1
105	CC1CCN(C(=O)Cc2nn(C)c(=O)c3ccccc23)CC1	1.4
106	C=CC[C@H](CC(=O)N(CCO)Cc1ccccc1)C(=O)NC[C@H](OC(=O)[C@@H](CC=C)Cc1ccc(F)cc1)c1ccccc1	6.0
107	CCC(c1nnnn1-c1ccc2c(c1)OCCO2)N1CCN(c2ccccn2)CC1 (stereo not given)	3.3
108	CCOc1ccc(S(=O)(=O)NC(C)C(=O)NCc2cccnc2)cc1 (stereo not given)	-2.0
109	Cc1cc(CN(C)C(=O)c2cc(COc3ccc(C)c(C)c3)on2)on1	0.2
110	CCOc1ccc(/C=N/NC(=S)NC2CC3CCC2C3)cc1 (stereo not given)	-5.4
111	CCCCN(CC)Cc1c(O)ccc2c(-c3ccccc3)cc(=O)oc12	-1.5
112	CCOC(=O)N1CCC(NC(=O)CN2C(=O)CSc3nc(C)cc(C)c32)CC1	-0.9
113	Clc1cccc(N/N=C/c2ccncc2)c1	-0.3
114	FC(F)(F)c1cccc(N2CCCCC2)c1	-0.6
115	O=C1CCC2(C(=O)O)Sc3ccccc3N12 (stereo not given)	7.7
116	O=[N+]([O-])/C=C/c1cn(Cc2ccc(Cl)cc2)c2ccccc12	7.3
117	COCCn1c(SCC(=O)N(C(C)C)C(C)C)nnc1-c1cc2ccccc2cc1O	-2.4
118	Cc1ccccc1C(=O)N1CCC2CC1c1cc(Cl)ccc12 (stereo not given)	-1.6
119	Cc1ccc(OCC(=O)N/N=C/c2cccn2C)cc1	6.1
120	CC(C)Oc1cc(F)ccc1-c1cc(C(=O)Nc2ccc(C(C)C)cc2)[nH]n1	7.5
121	CCN(CC)S(=O)(=O)c1ccc(N2CCOCC2)c(NC(=O)Cc2ccccc2F)c1	-1.1
122	CCOc1ccc(OCC)c(NC(=O)CN(C)S(=O)(=O)c2cnc[nH]2)c1	3.9
123	O=c1c2c3c(sc2nc2n1CCC2)CCCC3	1.4
124	Cc1ccc(N2C(=O)c3ccccc3C2=O)cc1	-3.0
125	CCOc1ccccc1NC(=O)CSc1nnc2ccc(-c3cccnc3)nn12	-0.5
126	c1ccc2sc(N3CCCN(Cc4nc(-c5cnccn5)no4)CC3)nc2c1	-3.1
127	CN(C)c1c(N)c(=O)oc2ccccc12	2.0
128	CCOc1ccccc1NS(=O)(=O)c1c(C)noc1C	-2.5
129	CCCCn1c(=S)[nH]c2ncccc2c1=O	-2.6
130	Cc1nc2nc(-c3cccs3)cn2nc1C	2.9
131	CCCn1c(N)c(C(=O)CSc2nnc(C3CC3)n2-c2ccccc2)c(=O)[nH]c1=O	4.6
132	COc1cc2c3nnc(-c4ccc(F)cc4)c-3cn(Cc3ccc(F)cc3)c2cc1OC	1.5
133	Cc1ccc(S(=O)(=O)N2CCN(CC(=O)Nc3ccccc3C(=O)NC3CC3)CC2)cc1	0.3
134	CC(C)(C)n1nnnc1CN(Cc1cccnc1)Cc1ccccc1Cl	5.9
135	O=C(NCCc1ccccc1)c1cccc(NC(=O)C2CCCCC2)c1	-1.3
